influenza NS1A: H1N1 influenza NS1A inhibitors, functional cell based assay (AID 504329); one-dose inhibition, % at 12.5 µM; IC50 in µM for titrated hits; 340,000 compounds, 0.3% hits; NS1A functional cell-based assay, percent inhibition; higher % means a stronger effect; in the data active = a potency from the dose series; inconclusive = inhibition above about 27% without an active follow-up result; note: strong numbers were not always called active
M. tuberculosis HTS: M. tuberculosis growth inhibition, HTS (AID 449762); M. tuberculosis H37Rv growth inhibition, 7H9 media; higher % means a stronger effect; one-dose inhibition, % at 25 µM; IC50 in µM for titrated hits; 330,000 compounds, 0.59% hits; in the data active = a potency from the dose series; inconclusive = inhibition above about 70% without an active follow-up result;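 note: bacterial growth assessed after seven days of incubation; strong numbers were not always called active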
inhibitors of VEEV: inhibitors of VEEV TC-83 cytopathic effect, confirmation, Vero cells (AID 588727); 350,000 compounds, 0.13% hits; Vero cells, VEEV TC-83 cytopathic effect inhibition; higher % means a stronger effect; one-dose inhibition, % at 20 µM; IC50 in µM for titrated hits; in the data active = a potency from the dose series; inconclusive = inhibition mostly from about 14% at the one dose, without a potency; inactive = the rest, 99 in 100 with inhibition below about 12%; note: strong numbers were not always called active
tuberculosis growth: growth inhibition of non-replicating M. tuberculosis (AID 488890); Mycobacterium tuberculosis non-replicating, growth inhibition; higher % means a stronger effect; inhibition, % at 25 µM; hits with a dose series show IC50 in µM; 320,000 compounds, 0.39% hits; in the data active = a potency from the dose series; inconclusive = inhibition mostly from about 82% at the one dose, without a potency; inactive = the rest, 99 in 100 with inhibition below about 76%;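 note: plate controls were DMSO cells for no effect and high antibiotic wells for full effect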
PhoP GFP inhibition: Inhibition of PhoP regulon, Salmonella typhi GFP reporter cells, confirmation, 4 h (AID 1850); inhibition, % at 50 µM; hits with a dose series show IC50 in µM; Salmonella Typhi PhoP-promoter GFP reporter, fluorescence, 4 h; higher % means a stronger effect; 310,000 compounds, 0.33% hits; in the data active = a potency from the dose series; inconclusive = inhibition mostly from about 25% at the one dose, without a potency; inactive = the rest, 99 in 100 with inhibition below about 19%;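 note: 0% = induced wells with vehicle and 100% = uninduced wells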
inhibitors of VEEV 10K pilot screen: further read-out of inhibitors of VEEV, marked with its call; inhibition, %; measured here: 10K pilot screen inhibition
An asterisk follows results filed as active; i = inactive; ? = inconclusive; · = no result given; & = joins results of further samples.

SMILES	influenza NS1A	M. tuberculosis HTS	inhibitors of VEEV	tuberculosis growth	PhoP GFP inhibition	others
O=C(NN=C1CCN(Cc2ccccc2)CC1)C(O)c1ccccc1 (stereo not drawn)	1.6%	-8.5%	2.3%	-15.8%	-3.2%
COc1ccc(S(=O)(=O)N2CCCCC2)cc1NS(=O)(=O)c1ccccc1F	-3.9%	3.5%	1.3%	7.8%	-1.6%
COc1ccc(C(CNC(=O)c2c(C)nn(Cc3ccccc3)c2Cl)N2CCOCC2)cc1 (stereo not drawn)	7.3%	-12.4%	i	·	·
CCOc1ccc(OCC(=O)OCc2csc(CC(=O)Nc3ccccc3C)n2)cc1	-5.7%	8.3%	9.4%	53.6%	-5.6%
Cc1cc(C(=O)NC2CCCCC2C)c2ccccc2n1 (stereo not drawn)	-2.7%	-6.1%	0.6%	3.4%	-9.4%
N#CC1=C(N)Nc2ncnn2C1c1ccc([N+](=O)[O-])cc1 (stereo not drawn)	1.5%	1.7%	1.9%	3.9%	-2.2%
COc1ccc(NS(=O)(=O)c2cc(NC(=O)c3cc(=O)c4ccccc4o3)ccc2OC)cc1	-2.8%	-3.4%	2.0%	1.6%	-10.3%
CC1=C(C(=O)Nc2ccc(Cl)cc2C(=O)N2CCC(C(N)=O)CC2)SCCO1	5.1%	2.5%	2.1%	14.8%	0.3%
COc1ccc(NC(=O)N2CCCC2C(=O)Nc2cccc(C)c2C)cc1 (stereo not drawn)	1.5%	-3.4%	2.9%	-6.2%	9.1%
Cc1[nH]c(C(=O)N/N=C/c2ccc(C(=O)O)cc2)c(C)c1C(=O)N/N=C/c1ccc(C(=O)O)cc1	3.3%	2.5%	i	-8.7%	-4.1%
Cc1cccc(C)c1NC(=O)COC(=O)c1cc(S(=O)(=O)Nc2ccc(Cl)cc2)ccc1O	5.2%	0.2%	1.2%	3.6%	·
CC(O)C(=O)NCCOCCOCCNC(=O)C(C)O (stereo not drawn)	22.4%	-8.1%	i	2.0%	3.8%
CCOC(=O)CSc1nn(-c2ccccc2)c(=S)s1	-3.5%	4.75µM*	0.7%	?	14.2%
O=P(OCC1CCCO1)(OCC1CCCO1)OCC1CCCO1 (stereo not drawn)	2.7%	·	0.1%	·	·
O=C(NCc1cccnc1)c1ccccc1NS(=O)(=O)c1ccc(Br)cc1	-30.9%	3.6%	0.4%	14.8%	·
CC1CCC(=NNS(=O)(=O)c2ccc([N+](=O)[O-])cc2)CC1 (stereo not drawn)	3.8%	·	2.5%	·	·
COc1ccc(/C(N)=N/OC(=O)c2cccc([N+](=O)[O-])c2)cc1OC	-1.7%	-5.8%	8.6%	10.9%	-0.4%
COCCNC(=O)CSc1ncnc2sc(-c3ccccc3)cc12	3.1%	-2.7%	2.0%	-16.1%	4.0%
CC1CCN(CC(=O)Nc2ccc(S(=O)(=O)N3CCCCC3)cc2)CC1	-1.4%	2.7%	i	23.9%	-3.8%
C#CCOCCOCCOCCNc1nc(N2CCN(C(=O)[C@H](CCCCN)n3cc(C(N)CC(C)C)nn3)CC2)nc(N2CCN(C(=O)[C@H](CCC(=O)O)n3cc(C(N)[C@H](C)CC)nn3)CC2)n1 (stereo partly drawn)	-3.6%	-3.5%	0.3%	2.4%	-7.2%
O=C(NC1CCOCC1)C1CCC(=O)N(CCc2ccc(Cl)cc2)C1 (stereo not drawn)	-5.5%	8.4%	1.6%	1.7%	-28.3%
CC(C)(C)OC(=O)CNC(=O)c1[nH]cnc1C(=O)NCCCCCNC(=O)OC(C)(C)C	-8.3%	6.7%	7.7%	34.8%	14.3%
Cc1c(Cl)c(C(=O)NNC(=S)Nc2ccccc2)nn1C	-11.7%	-0.2%	1.7%	0.7%	-2.9%
CN(CCC#N)c1ccc(/C=C(\C#N)c2ccccn2)cc1	-9.2%	6.6%	2.2%	-6.8%	1.2%
CCOc1ccc2[nH]c(=O)c(CN(CCCO)C(C)=O)cc2c1	3.1%	-3.2%	1.1%	10.6%	5.9%

Continued; it opens with the two that closed the last part.
SMILES	influenza NS1A	M. tuberculosis HTS	inhibitors of VEEV	tuberculosis growth	PhoP GFP inhibition	others
CN(CCC#N)c1ccc(/C=C(\C#N)c2ccccn2)cc1	-9.2%	6.6%	2.2%	-6.8%	1.2%
CCOc1ccc2[nH]c(=O)c(CN(CCCO)C(C)=O)cc2c1	3.1%	-3.2%	1.1%	10.6%	5.9%
CC(C)[C@H](NS(=O)(=O)c1cccc(C(F)(F)F)c1)C(=O)OCC(N)=O	1.9%	-0.9%	0.7%	6.2%	9.1%
CCc1ccc(C(=O)OCC(=O)c2c(N)n(CC(C)C)c(=O)n(C)c2=O)cc1	3.9%	-0.6%	3.7%	·	0.7%
N#CC(c1ccccc1)(c1ncc(C(F)(F)F)cc1Cl)N1CCOCC1 (stereo not drawn)	10.6%	-4.6%	1.4%	8.2%	3.0%
Cn1c(SCC(=O)Nc2cccc(NC(=O)c3cccs3)c2)nnc1-c1ccncc1	0.6%	-8.1%	i	-1.7%	1.7%
O=C(O)COc1ccccc1C1C2C(=O)N(c3ccccc3)C(=O)C2ON1c1ccccc1 (stereo not drawn)	2.2%	-0.9%	0.4%	3.8%	8.4%
C[C@H](N)C(=O)OCc1ccc([N+](=O)[O-])cc1	-19.6%	-16.0%	2.6%	-9.0%	5.9%
CN(C(=O)c1ccc(NC(=O)C2CCCN(C(=O)OC(C)(C)C)C2)cc1)C1CCCCC1 (stereo not drawn)	-7.1%	14.8%	i	37.6%	·
COc1ccccc1CNC(=O)COC(=O)CCC(=O)c1cccs1	-3.4%	-6.9%	i	9.9%	54.0%
Cc1cc(/C=C2\SC(=S)N(C)C2=O)c(C)n1-c1cccc(O)c1	-1.5%	?	?	32.0%	-0.2%
CCOC(=O)C1=C(c2ccccc2)NC(=O)NC1c1ccc(O)c(Cl)c1 (stereo not drawn)	3.1%	1.9%	46.2%	1.4%	2.8%
COc1ccc(S(=O)(=O)N(C)CC(=O)Nc2ccc(F)cc2)cc1	-7.6%	1.2%	0.1%	-8.3%	14.7%
N#CC(=C=[N-])c1nc2ccccc2nc1-[n+]1ccccc1	2.0%&6.6%	-5.7%&1.5%	0.7%&2.6%	-2.8%&7.8%	5.1%&-9.6%
Cc1cc(C)n(C(=O)CCCCCCCCC(=O)n2nc(C)cc2C)n1	1.3%	45.6%	1.6%	7.2%	3.8%
COc1ccccc1NC(=O)c1ccc2c(c1)N(CC(=O)NC(C)C)C(=O)C(C)(C)O2	-7.3%	5.7%	3.5%	1.4%	2.6%
CC(=O)Nc1cccc(CCc2nc3ccccc3[nH]2)c1	-0.1%	-0.2%	0.4%	-8.0%	0.0%
O=C(N/C(=C/c1ccccc1)C(=O)N1CCCCC1)c1ccccc1	-5.9%	9.1%	4.4%	15.4%	-10.0%
CC1CCCN(C(c2cccs2)c2nnnn2Cc2ccccc2)C1 (stereo not drawn)	-9.9%	0.7%	3.8%	35.6%	-2.9%
CC(=O)n1nc(-c2ccncc2)nc1SCC(=O)Nc1cccc(Cl)c1	-8.1%	-2.0%	0.5%	-11.8%	5.3%
CCCn1c(CCC(=O)O)nc2cc(S(=O)(=O)N3CCCC3)ccc21	-7.2%	-13.3%	0.3%	-2.2%	1.9%
O=C(CN1CCN(c2ccccn2)CC1)Nc1ccccc1F	-2.0%	-0.1%	0.2%	8.1%	2.5%
COc1cc(NC(=O)Nc2cccc(Cl)c2)c(C(=O)O)cc1OC	1.6%	-8.1%	0.8%	4.8%	-6.1%
CCN(C(=O)COC(=O)c1ccc(Br)o1)C1CCCCC1	5.6%	5.8%	0.6%	71.6%	10.7%
COc1ccc(-c2nc3cc(C)ccn3c2NC2CCCCC2)cc1SC1CCCCC1	-7.4%	?	7.7%	52.1%	·
Cc1ccc(-c2c3c(=O)n(C)c(=O)n(C)c3cn2CCCN2CCOCC2)cc1	-6.0%	4.5%	0.8%	-7.1%	-1.5%
O=C(O)c1c2c(nc3ccccc13)/C(=C/c1ccc(OC(F)F)cc1)CCC2	-7.6%	-0.7%	2.7%	7.4%	10.3%

(further entries)
SMILES	influenza NS1A	M. tuberculosis HTS	inhibitors of VEEV	tuberculosis growth	PhoP GFP inhibition	others
Cc1nnc(SCC(=O)NC(C)(C)C)n1NCc1ccc(N(C)C)cc1	-4.0%	3.5%	1.0%	-6.5%	-1.2%
COc1cc2ccc(=O)oc2cc1O	-2.5%	-10.5%	0.6%	1.5%	3.0%
N#C/C(=C/c1ccc(F)cc1)S(=O)(=O)c1ccccc1	2.6%	11.5%	2.1%	7.2%	-1.6%
CN(CCNC(=O)C1CCCN(c2ncnc3c2nc2n3CCCCC2)C1)Cc1ccccc1 (stereo not drawn)	5.6%	-0.6%	2.7%	0.1%	-1.6%
O=C(COC(=O)/C=C/c1ccccc1)Nc1nnc(-c2ccccc2)o1	-11.6%	?	1.5%	?	0.1%
COc1ccc(CN2C3CCCC2CC(NC(=O)Nc2cccc(C)c2)C3)cc1 (stereo not drawn)	7.3%	-2.9%	4.0%	32.3%	-9.5%
Cc1ccc(S(=O)(=O)c2c(CO)c(-c3ccccc3)nn2C)cc1	-4.3%	-6.4%	i	3.0%	5.0%
C=CCNC(=O)N[C@@H](Cc1ccccc1)C(=O)OC	11.0%	3.0%	i	-9.5%	5.4%
O=C1CN(C(=O)COc2ncnc3ccccc23)c2ccccc2N1	-2.9%	-6.8%	6.8%	-10.2%	5.4%
COc1ccc(NC(=O)c2ccc(-c3ccc(OC)cc3)s2)cc1	-4.7%	?	0.8%	?	3.1%
COc1cc(NC(=O)C/C(C)=N/NC(=O)c2cccs2)c(OC)cc1Cl	1.1%	?	2.2%	7.93µM*	10.8%	inhibitors of VEEV 10K pilot screen=1.2
COc1ccccc1NC(=O)Cc1nn(C)c(=O)c2ccccc12	6.2%	-4.9%	1.8%	-1.4%	-3.0%
Fc1ccc(-c2nnc(Cc3nnc(-c4ccc(F)cc4)o3)o2)cc1	6.8%	0.2%	3.4%	·	-3.7%
Cc1cc([N+](=O)[O-])cc(/C=N\NC(=O)C2COc3ccccc3O2)c1O (stereo not drawn)	19.3%	1.9%	3.1%	42.2%	50.7µM*
Cc1ccc2c(c1)NCCO2	0.1%	-0.6%	0.6%	-9.6%	-1.7%
CCN(Cc1ccncc1)Cc1ccc(OC)cc1OC	-13.1%	0.7%	i	30.5%	2.2%
Cc1ccc(CNC(=O)C2CN(S(C)(=O)=O)c3cc(Cl)ccc3O2)cc1 (stereo not drawn)	4.5%	-2.0%	0.4%	-0.6%	1.5%	inhibitors of VEEV 10K pilot screen=0.3
Cc1nonc1CC(=O)N1CCCC(C(=O)c2cccc(C(F)(F)F)c2)C1 (stereo not drawn)	5.3%	1.7%	0.1%	5.7%	0.1%
C=CCOc1c(Br)cc(CNc2nccs2)cc1OC	-0.1%	22.3µM*	0.8%	45.1%	1.5%

Of the compounds above, 5 contain two or more sulfur atoms:
SMILES	influenza NS1A	M. tuberculosis HTS	inhibitors of VEEV	tuberculosis growth	PhoP GFP inhibition	others
COc1ccc(S(=O)(=O)N2CCCCC2)cc1NS(=O)(=O)c1ccccc1F	-3.9%	3.5%	1.3%	7.8%	-1.6%
CCOC(=O)CSc1nn(-c2ccccc2)c(=S)s1	-3.5%	4.75µM*	0.7%	?	14.2%
COCCNC(=O)CSc1ncnc2sc(-c3ccccc3)cc12	3.1%	-2.7%	2.0%	-16.1%	4.0%
Cn1c(SCC(=O)Nc2cccc(NC(=O)c3cccs3)c2)nnc1-c1ccncc1	0.6%	-8.1%	i	-1.7%	1.7%
Cc1cc(/C=C2\SC(=S)N(C)C2=O)c(C)n1-c1cccc(O)c1	-1.5%	?	?	32.0%	-0.2%

Source: PubChem BioAssay (Southern Research Specialized Biocontainment Screening Center)
